Large T inhibition: SV40 large T antigen inhibitors, biochemical (AID 1903); SV40 large T antigen ATPase/helicase inhibition assay; higher % means a stronger effect; one-dose inhibition, % at 20 µM; IC50 in µM for titrated hits; 310,000 tested, 0.39% active; in the data active = a potency from the dose series; inconclusive = inhibition mostly from about 32% at the one dose, without a potency; inactive = the rest, 99 in 100 with inhibition below about 32%; note: strong numbers were not always called active
T cell modulator: modulates CD8 T cell binding to vesicles. AID 2052. 2C CD8+ T cell-vesicle binding, flow cytometry; active compounds read low. 330,000 tested, 0.068% active. calls only at 7 µM;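 active = response, share of CD8 T cells binding vesicles, and their 90th percentile fluorescence all below set limits, cut at about 80% in these data, passing the limit was not always enough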
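Material: murine 2C transgenic CD8+ T lymphocytes / Also added: QL9-peptide-loaded Drosophila micro-vesicles bearing Ld, ICAM-1 and B7-1 / Schedule: binding step 1.5 h, 37 °C, antibody labelling 20 min, ice / Signal: flow cytometry, PE anti-B7-1 (FL2) versus Alexa647 anti-CD8 (FL8), PFA-fixed / Evaluation: percent CD8+ FL2 mean versus row control / Benchmarks: naked versus QL9-loaded vesicles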
RSV antiviral HEp-2: inhibition of RSV-induced cytopathic effect – HEp-2 cells, primary 10 µM value included (AID 2391); 310,000 tested, 0.13% active; HEp-2 cells, RSV-induced CPE inhibition; higher % means a stronger effect; one-dose CPE inhibition, % at 10 µM; IC50 in µM for titrated hits; in the data active = a potency from the dose series; inconclusive = CPE inhibition mostly from about 23% at the one dose, without a potency; inactive = the rest, 99 in 100 with CPE inhibition below about 21%; note: strong numbers were not always called active
West Nile virus CPE: West Nile virus antiviral activity, cell-based, CPE readout (AID 1621) | West Nile virus-infected cells, CPE inhibition; higher % means a stronger effect | 290,000 tested, 0.02% active | CPE inhibition, % at 10 µM, or IC50 in µM where a hit was titrated; in the data active = a potency from the dose series; inconclusive = CPE inhibition mostly from about 3.7% at the one dose, without a potency; inactive = the rest, 99 in 100 with CPE inhibition below about 2.2%; note: strong numbers were not always called active
Salmonella PhoP GFP: PhoP-dependent GFP reporter repression – Salmonella Typhimurium, primary screen (AID 1863); S. Typhimurium PhoP-regulated promoter GFP reporter, 4 h; higher % means a stronger effect; inhibition, % at 50 µM; hits with a dose series show IC50 in µM; 300,000 tested, 0.16% active;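 active = inhibition over 29.93%, a cutoff 3 SD above the screen mean, later confirmed by dose response; inconclusive = inhibition over 29.93% but no dose response follow-up; inactive = inhibition at most 29.93% or unconfirmed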;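 note: 0% = low Mg2+ inducing control and 100% = high Mg2+ repressing control; strong numbers were not always called active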
bCat nuc transl: alters nuclear translocation of beta-catenin in HeLa cells; nuclear translocation activity, % at 5 µM; 190,000 tested, 0.3% active; immunofluorescence imaging;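 active = nuclear translocation activity above 50% at 5 µM, with a well cell count of 50 or more; inconclusive = wells under 50 cells across six images, flagged as toxic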;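 note: per-cell ratio of nuclear to cytoplasmic median beta-catenin stain intensity; plate controls were DMSO negative control for no effect and GSK-3 inhibitor IX positive control for full effect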
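Assay system: human HeLa cells, native beta-catenin; doses: 5 µM primary, 0.02–20 µM confirmation; incubation: compound treatment 24 h, 37°C, 5% CO2; technique: fluorescence imaging of beta-catenin antibody stain plus DAPI; measure: % activation, nuclear-to-cytoplasmic median beta-catenin signal ratio per cell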
WT yeast gro inh: growth inhibition of WT yeast, mitochondrial fusion screen. mitochondrial fusion phenotypic screen, WT strain. inhibition, % at 10 µM. 190,000 tested, 2.1% active. AID 1362; in the data active = inhibition above about 58%; tested in S. cerevisiae
Myeloid diff MLP: myeloid differentiation induction | 360,000 tested, 1% active | calls only at 10 µM | ER-HoxA9 myeloid progenitors, lysozyme-GFP differentiation, flow cytometry;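 active = normalized GFP-positive differentiation at or above the plate's own cutoff, the solvent-only control mean plus 3 SD; inconclusive = no clear call, values can overlap the other calls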;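 note: cells exposed to compound for four days before flow analysis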
MgcRacGAP inhibition: MgcRacGAP GTPase-activating activity inhibitors, confirmation, biochemical, ADP Hunter fluorescence; MgcRacGAP-stimulated Rac1 GTP hydrolysis, ADP Hunter fluorescence; higher % means a stronger effect; GST-tagged Rac1 F28L mutant substrate; inhibition, % at 30 µM; hits with a dose series show IC50 in µM; 340,000 tested, 0.6% active;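 active = first-screen hits whose inhibition reached a set limit at any dose in the follow-up dose series; inconclusive = inhibition above the set first-screen limit but never retested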;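 note: fluorescence reports GDP produced by GAP-driven GTP hydrolysis; strong numbers were not always called active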
WT yeast gro inh mutant strain: second read-out of WT yeast gro inh, no call of its own (marks repeat the call); inhibition, %; mitochondrial fusion phenotypic screen, mutant strain inhibition
bCat nuc transl cell count 5 µM: also measured in bCat nuc transl; calls as there; cell count; measured here: cell count, cytotoxicity flag
T cell modulator vesicle-bound %: further read-out of T cell modulator, marked with its call; double positive events, %; measured here: CD8+ vesicle-bound cell fraction;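 binding gate set so that unloaded-vesicle control wells show 10% double positive cells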
Myeloid diff MLP GFP+ MAC1+ %: second read-out of Myeloid diff MLP, no call of its own (marks repeat the call); GFP+ MAC1+ double positive, %; measured here: differentiation confirmed by MAC1 staining
An asterisk follows results filed as active; i = inactive; u = inconclusive; x = not tested or not shown; & = joins results of further samples.

SMILES	Large T inhibition	T cell modulator	T cell modulator vesicle-bound %	RSV antiviral HEp-2	West Nile virus CPE	Salmonella PhoP GFP	bCat nuc transl	bCat nuc transl cell count 5 µM	WT yeast gro inh	WT yeast gro inh mutant strain	Myeloid diff MLP	Myeloid diff MLP GFP+ MAC1+ %	MgcRacGAP inhibition
CC(C)CCn1c(SCC#N)nc2c(sc3ccccc32)c1=O	2%	i	8	2.6%	-0.5%	-11%	2.0	575	0	21	i	1.3	-8%
COc1ccc(NC(=O)c2c(SC)nsc2SC)cc1	7%	i	1	1.1%	-0.1%	10%	-1.8	1392	-1	-1	i	0.7	9%
O=C(N=c1ccn(-c2nc3ccccc3nc2NS(=O)(=O)c2ccccc2)cc1)c1ccccc1Cl	13%	i	12	0.5%	0.1%	-12%	x	x	x	x	i	7.3	1%
CC(c1ccccc1)C1C(C#N)=C(N)OC2=C1C(=O)CCC2 (stereo unspecified)	7%	i	18	0.6%	0.4%	-4%	x	x	12	-4	i	0.6	13%
CCOc1ccccc1NC(=O)CSc1cn[nH]n1	1%	i	19	-2.0%	x	-3%	x	x	x	x	i	0.7	4%
CCN(C(=O)COC(=O)c1ccc2c(=O)n3c(nc2c1)CCC3)C1CCS(=O)(=O)C1 (stereo unspecified)	10%	i	34	0.5%	0.2%	3%	0.9	1102	-16	2	i	1.7	4%
NCCN1CCN(CC(=O)N2c3ccccc3C(=O)Nc3cccnc32)CC1	7%	i	51	1.4%	0.1%	x	x	x	x	x	i	1.2	3%
CCCCC(=O)Nc1ccc2c3c(cccc13)CC2	-1%	i	35	1.3%	-0.7%	10%	2.5	524	12	-4	i	0.2	-1%
C/C(=N\NC(=O)C(NC(=O)c1ccccc1)C(C)C)c1ccccc1 (stereo unspecified)	7%	i	24	0.8%	0.2%	2%	-0.1	1391	-18	-5	i	0.3	9%
CC1CC1C(=O)N(C)CC(=O)Nc1ccc(Cl)c(C(F)(F)F)c1 (stereo unspecified)	17%	i	45	6.5%	x	-7%	x	x	x	x	i	0.6	3%
O=C(NCc1ccco1)c1sc2cc(Cl)ccc2c1Cl	9%	i	23	u	-0.6%	4%	1.2	409	-5	-8	i	3.5	3%
CC(=O)c1cccc(OCc2cc(C(=O)N(C)Cc3cnccn3)no2)c1	13%	i	70	1.5%	-0.4%	-2%	x	x	x	x	i	2.4	7%
CC(=O)c1cccc(NC(=O)c2cnn(-c3ccccc3)c2C)c1	17%	i	61	4.2%	0.8%	-4%	x	x	x	x	i	0.5	2%
CC1CCCN(c2ccc(F)cc2N)C1 (stereo unspecified)	23%	i	45	-1.2%	x	-6%	-1.9	1106	-6	5	i	0.8	5%
O=C(CSc1nnc(CNC(=O)c2c(F)cccc2Cl)o1)NCc1ccccc1	7%	i	30	0.4%	0.2%	3%	x	x	x	x	i	0.4	x
COc1ccc(N=C2SC(C(=O)O)CC(=O)N2C)cc1 (stereo unspecified)	0%	i	38	0.8%	1.0%	15%	3.4	737	0	0	i	0.5	4%
CCN1/C(=C/c2ccc3cc(C)ccc3[n+]2CC)Sc2cc(C)ccc21	9%	x	x	x	-1.9%	-6%	3.1	956	75	77	u	x	80µM*
C/C(=N/Nc1ccc(Cl)cc1)c1cnnc(-c2ccccc2)n1	6%	i	32	0.8%	-0.8%	0%	-6.5	1019	10	21	i	1.2	6%
O=C1CN(C(=O)c2ccc(Br)o2)C(c2ccccc2)c2cc(Cl)ccc2N1 (stereo unspecified)	3%	i	42	7.0%	-0.4%	15%	x	x	22	-2	i	2.6	-3%
CCOC(=O)N1CCN(C(=O)c2ccc3nc(N4CCC(C)CC4)sc3c2)CC1	-1%	i	20	1.7%	0.3%	-9%	x	x	11	23	i	1.6	15%
CCc1c(-c2ccccc2)nc(N)c(C#N)c1-c1cccs1	4%	i	35	6.1%	-0.4%	7%	-2.0	1345	7	7	i	1.1	2%
COc1cc(S(=O)(=O)NC(Cc2c[nH]c3ccccc23)C(=O)O)ccc1NC(C)=O (stereo unspecified)	-1%	i	49	1.8%	-0.1%	-6%	x	x	x	x	i	1.3	6%
O=C(NCc1ccccn1)c1ccc(Br)s1	3%	i	22	0.3%	-0.3%	-2%	-0.5	1100	28	1	i	0.8	14%
O=[N+]([O-])c1ccccc1/C=C/CN1CCN(Cc2ccc3c(c2)OCO3)CC1	-1%	i	35	-1.5%	-0.5%	-1%	x	x	x	x	i	0.1	16%
CCOC(=O)CCNC(=O)N1CCCC(N(C)CCc2ccc(OC)c(OC)c2)C1 (stereo unspecified)	7%	i	58	-0.1%	-0.3%	12%	x	x	x	x	i	0.3	6%
O=C(Nc1ccccc1Oc1ccccc1)C1=COCCO1	3%	i	60	1.3%	-0.3%	-1%	x	x	x	x	i	1.6	7%
Cc1ccsc1C(=O)NNC(=O)C1C2C=CC(C2)C1C(=O)O (stereo unspecified)	24%	i	31	0.9%	-0.1%	-6%	-4.5	514	-22	-22	i	1.0	9%
CC(C)CSc1oc(-c2ccco2)nc1S(=O)(=O)c1ccccc1	-2%	i	37	1.9%	0.1%	2%	1.6	1304	x	x	i	0.7	7%
CC(C)(C)c1csc(NC(=O)c2cccnc2Cl)n1	7%	i	36	1.4%	x	x	x	x	x	x	i	0.1	5%
CCN(CC)C(=S)Nc1ccc(OC)cc1	14%	i	21	0.3%	-0.4%	5%	-0.9	1072	1	14	i	0.5	14%
Cn1c(C2CCCCC2)nc2cc(N)ccc21	19%	i	56	-1.2%	-0.6%	11%	x	x	x	x	i	0.2	18%
COc1ccc(C(=O)NC2CC2)cc1OC1CCN(Cc2cc(C)c(C)cc2C)CC1	25%	i	43	0.6%	-0.4%	-4%	x	x	x	x	i	3.3	8%
OCCN1CCN(CC(O)COc2ccc(Cl)cc2)CC1 (stereo unspecified)	-3%	i	59	0.2%	-0.2%	3%	-1.7	1237	-11	-5	i	0.3	8%
CC(=O)c1c(C)oc2ccc(N(C(=O)c3ccncc3)S(=O)(=O)c3ccccc3)cc12	8%	i	16	5.9%	-0.9%	7%	-0.7	1099	0	-9	i	0.4	1%
Cc1cc(C(=O)CSC(C)c2nc3ccccc3c(=O)[nH]2)c(C)n1C (stereo unspecified)	21%	i	54	2.8%	x	-13%	-1.5	1028	1	13	i	0.4	8%
CC(C)(CSc1nncn1N)NS(=O)(=O)c1ccc(Cl)cc1	23%	i	45	-0.4%	0.2%	1%	-0.3	1009	2	8	i	0.3	4%
CCCCCc1cc(=O)oc2c(C(CCN3CCCC(C)C3)c3cc(OC)c(OC)c(OC)c3)c(OC)cc(OC)c12 (stereo unspecified)	17%	i	39	-4.0%	-1.8%	6%	16	739	x	x	u	x	12%
CC(C)(C)N(Cc1ccccc1)C(=O)COC(=O)[C@@H]1CCCN1C(=O)c1cccs1	5%	i	36	-0.3%	x	1%	x	x	x	x	i	1.4	8%
CN1/C(=C\C=C2/SC(=S)N(CC(=O)O)C2=O)C(C)(C)c2ccccc21	22%	i	42	3.0%	2.6%	-107%	0.4	1529	20	23	i	2.0	25%
NC(=O)C1(NC(=O)[C@@H]2CC3(CC(c4cccc(NC(=O)[C@@H]5CCC(=O)N5)c4)=NO3)CN2C(=O)Cc2ccc(C(F)(F)F)cc2)CC1 (stereo partly specified)	7%	i	34	-0.2%	-0.1%	0%	-1.8	1462	5	-5	i	2.2	6%
CCOC(=O)C(=O)N(CC)C1CCS(=O)(=O)C1 (stereo unspecified)	6%	i	8	-0.1%	0.4%	-6%	-1.1	1092	x	x	i	0.7	-10%
C=CCNC(=O)c1c(Cl)nc(C)c([N+](=O)[O-])c1C	3%	i	4	0.0%	0.5%	10%	-1.4	1108	17	1	i	0.4	4%
Cc1ccc2nc(N/N=C\c3ccc([N+](=O)[O-])o3)nc(-c3ccccc3)c2c1	-2%	i	42	u	x	-8%	x	x	68	71	i	0.9	-5%
S=c1[nH]nc(-c2n[nH]c3c2CCC3)n1/N=C/C=C/c1ccccc1	21%	i	45	3.8%	0.1%	-13%	-0.7	1370	x	x	i	0.2	x
Cn1c(=O)c2c(nc(CN3CCN(C(=O)c4ccco4)CC3)n2CCCc2ccccc2)n(C)c1=O	3%	i	20	4.5%	x	-7%	x	x	-7	-1	i	11	2%
CCCNC(=O)c1cn(CC)c2cc(N3CCN(C(=O)c4ccco4)CC3)c(F)cc2c1=O	11%	i	21	1.6%	0.0%	-3%	x	x	x	x	i	1.6	9%
CON(C)S(=O)(=O)c1cccc(C(=O)NC2CCSc3ccccc32)c1 (stereo unspecified)	25%	i	27	0.7%	-0.9%	2%	x	x	x	x	i	3.1	8%
Cc1ccc([N+](=O)[O-])cc1N(CC(=O)Nc1ccc(S(=O)(=O)Nc2cccc(C(F)(F)F)c2)cc1)S(C)(=O)=O	4%	i	46	-2.6%	-0.2%	-2%	16	525	-2	-8	i	0.7	-6%
CCN(CC)CCOC(=O)C1(C2CCCCC2)CCCCC1	9%&8%	i	26	-2.5%	0.0%	5%&-8%	x	x	19	4	i	2.0	3%
COC(=O)CCCC1=CC2=CC(=O)C(C)(OC(=O)c3cccs3)C(=O)C2=CN1CCCOC(C)C (stereo unspecified)	14%	i	33	0.4%	-0.2%	-3%	-0.3	1237	x	x	i	0.4	7%
FC(F)(F)c1cnc2c(-c3ccccc3)n[nH]c2c1	7%	x	x	x	-0.4%	-6%	2.0	1006	9	-11	i	0.0	x

Structural class, the entries above with a tert-butyl group (two)
SMILES	Large T inhibition	T cell modulator	T cell modulator vesicle-bound %	RSV antiviral HEp-2	West Nile virus CPE	Salmonella PhoP GFP	bCat nuc transl	bCat nuc transl cell count 5 µM	WT yeast gro inh	WT yeast gro inh mutant strain	Myeloid diff MLP	Myeloid diff MLP GFP+ MAC1+ %	MgcRacGAP inhibition
CC(C)(C)c1csc(NC(=O)c2cccnc2Cl)n1	7%	i	36	1.4%	x	x	x	x	x	x	i	0.1	5%
CC(C)(C)N(Cc1ccccc1)C(=O)COC(=O)[C@@H]1CCCN1C(=O)c1cccs1	5%	i	36	-0.3%	x	1%	x	x	x	x	i	1.4	8%
